# Compound activity deposited in PubChem by National Center for Advancing Translational Sciences (NCATS).
# HP1b chromo inh – inhibitors of HP1-beta chromodomain binding to methylated histone tails; actives 0.56% (n = 390,000); Potency, µM (series often up to 114 µM), without a hit: top-dose activity change, negative = inhibition, usual class: inhibitors; AID 540317; AlphaScreen HP1-beta / biotin-H3K9me3 peptide binding; note: nearly all actives have a fitted effect of over 70% in size; inactives centre near 23
#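 HP1-beta protein (50 nM final) preincubated 30 min at room temperature with biotinylated H3(1-18)K9me3 peptide (50 nM) in PBS pH 7.4, 0.01% Tween-20, then compound added for 30 min. AlphaScreen streptavidin donor/nickel chelate acceptor beads (10 ug/mL final), 30 min dark, luminescence read.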
# ALOX12 inh – inhibitors of human 12S-lipoxygenase ALOX12; P18054; purified 12hLO, xylenol orange hydroperoxide absorbance; Potency, µM (titrated, usually from 108 µM), for inactives: top-dose activity change, negative = inhibition, actives largely listed as inhibitors; actives 1.1% (n = 580,000); note: % is set by controls: 0 for no effect and ±100 for the full control effect
# Target sequence (P18054 whole entry, looked up): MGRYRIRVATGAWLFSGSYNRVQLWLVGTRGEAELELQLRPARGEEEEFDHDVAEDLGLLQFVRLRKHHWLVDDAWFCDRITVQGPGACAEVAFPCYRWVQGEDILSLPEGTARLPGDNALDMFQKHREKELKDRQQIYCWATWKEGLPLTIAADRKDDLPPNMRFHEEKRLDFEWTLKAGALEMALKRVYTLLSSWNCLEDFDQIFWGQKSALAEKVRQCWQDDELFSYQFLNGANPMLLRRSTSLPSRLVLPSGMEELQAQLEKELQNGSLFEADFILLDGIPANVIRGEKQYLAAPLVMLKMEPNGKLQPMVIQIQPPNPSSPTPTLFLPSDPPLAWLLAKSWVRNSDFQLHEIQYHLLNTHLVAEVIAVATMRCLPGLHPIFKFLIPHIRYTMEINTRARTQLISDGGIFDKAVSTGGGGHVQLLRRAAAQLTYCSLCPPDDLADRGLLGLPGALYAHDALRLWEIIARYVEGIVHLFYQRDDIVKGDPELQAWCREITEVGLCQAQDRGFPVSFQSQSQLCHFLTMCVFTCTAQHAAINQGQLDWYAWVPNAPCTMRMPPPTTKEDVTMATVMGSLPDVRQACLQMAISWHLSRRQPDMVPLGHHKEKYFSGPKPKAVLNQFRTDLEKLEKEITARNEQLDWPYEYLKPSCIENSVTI
#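 Purified human 12hLO (150 nM final) in 25 mM Hepes, 0.01% Triton X-100, pH 7.0 was preincubated 15 min at room temperature with compound. Then 40 uM arachidonic acid was added, 30 min. Hydroperoxide was read by Fe-XO absorbance ratio 573/405 nm.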
# RGS4 inhibitor – inhibitors of human regulator of G protein signaling 4; P49798; Transcreener GDP fluorescence polarization, RGS4-accelerated GTP hydrolysis; Potency, µM (series often up to 114 µM), for inactives: at the top dose activity change, negative = inhibition, most hits filed as inhibitors; actives 0.039% (n = 390,000); AID 504845; note: % is set by controls: 0 for no effect and ±100 for the full control effect; nearly all actives have a fitted effect of over 75% in size; some results filed as inactive show a strong effect at the top dose
#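 MLSMR compounds (23 nl, pin-transferred) preincubated 10 min at room temperature with a 500nM (2x) first reagent, then RGS4 at 900nM (2x) plus Transcreener GDP mix added; fluorescence polarization (620/688 nm) read before and after 90 min at 30 °C.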
# JMJD2A Tudor inh – inhibitors of human JMJD2A Tudor domain; O75164; AlphaScreen JMJD2A-Tudor / H3K4me3 peptide binding; Potency, µM (top dose mostly 114 µM), without a hit: at the top dose activity change, negative = inhibition, most hits filed as inhibitors; actives 4.4% (n = 390,000); AID 504339; note: % is set by controls: 0 for no effect and ±100 for the full control effect; nearly all actives have a fitted effect of over 50% in size
# rTrxR1 inhibitor – inhibitors of rat thioredoxin reductase 1; O89049; recombinant rTrxR1, NADPH fluorescence consumption, selenite substrate; Potency, µM (titrated, usually from 114 µM), for inactives: at the highest dose activity change, negative = inhibition, usual class: inhibitors; actives 1% (n = 390,000); AID 588453; note: % is set by controls: 0 for no effect and ±100 for the full control effect; nearly all actives have a fitted effect of over 65% in size
#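 Rat TrxR1 (90 nM in the dispensed reagent) was pre-reduced with 400 uM NADPH for 5 min at room temperature, then incubated with compound for 15 min. After 400 uM selenite was added, NADPH fluorescence (Ex 340/Em 450 nm) was followed for 8 min.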
# Pin1 inh – human Pin1 inhibition. actives 0.009% (n = 390,000). AID 504891. Q13526. Potency, µM (titrated, usually from 115 µM), without a hit: at the highest dose activity, negative = inhibition, usual class: inhibitors. Pin1 FP peptide displacement, HiFluor488, 10 min; active = well fitted inhibition curve with a large enough effect in the polarisation, with a control signal flat, not every such curve was filed as active; inconclusive = small, poorly fitted or top-dose-only effect, or effect the other way, or a change in a side signal; inactive = no such curve, though single readings can be large or run the other way; the % refers to the polarisation; note: % is set by controls: 0 for no effect and ±100 for the full control effect
# GLS inh – glutaminase GLS (human) inhibition; O94925; GLS enzymatic activity, qHTS titration; Potency, µM (highest dose often 45.5 µM), for inactives: at the highest dose activity change, negative = inhibition, actives largely listed as inhibitors; actives 0.21% (n = 410,000); AID 624170; note: % is set by controls: 0 for no effect and ±100 for the full control effect
#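 hKGA in 45 mM KH2PO4 pH 8.2, 0.02% Tween-20 with pin-transferred compounds; 1 mM L-glutamine (stock) plus glutamate oxidase/HRP/Amplex Red coupling added. Fluorescence read initially and after 30 min at RT.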
# ERG Ets-DNA blk – blocks human ERG Ets domain binding to DNA; actives 0.028% (n = 370,000); Potency, µM (titrated, usually from 76.9 µM), for the others: at the top dose FP activity, negative = inhibition, most hits filed as inhibitors; fluorescence polarization, His-ERG Ets domain / labelled DNA; P11308; active = well fitted inhibition curve with a large enough effect in the polarisation, with a control signal flat; inconclusive = small, poorly fitted or top-dose-only effect, or effect the other way, or a change in a side signal; inactive = no such curve, though single readings can be large or run the other way; the % refers to the polarisation;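 note: polarization taken with two DNA probes labelled with fluorescein and Texas red; % of control where 0% means no effect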
#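 His-tagged ERG Ets domain (1 uM in the protein solution; 300mM KCl, 50mM Tris-HCl, 1mM EDTA, 1mM DTT, pH 7.5) received compound, then a probe mix of 5 nM fluorescein-DNA and 100nM Texas-615-DNA. Fluorescence polarization was read for both dyes.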
# Tb PGK inh – T. brucei PGK inhibition; actives 0.043% (n = 380,000); PGK/GAPDH coupled, Kinase-Glo luminescence, 60 min; Potency, µM (titrated, usually from 57.5 µM), for the others: top-dose activity change, negative = inhibition, actives largely listed as inhibitors; AID 602233; note: % is set by controls: 0 for no effect and ±100 for the full control effect; nearly all actives have a fitted effect of over 60% in size
# Target sequence (P07378 whole entry, looked up): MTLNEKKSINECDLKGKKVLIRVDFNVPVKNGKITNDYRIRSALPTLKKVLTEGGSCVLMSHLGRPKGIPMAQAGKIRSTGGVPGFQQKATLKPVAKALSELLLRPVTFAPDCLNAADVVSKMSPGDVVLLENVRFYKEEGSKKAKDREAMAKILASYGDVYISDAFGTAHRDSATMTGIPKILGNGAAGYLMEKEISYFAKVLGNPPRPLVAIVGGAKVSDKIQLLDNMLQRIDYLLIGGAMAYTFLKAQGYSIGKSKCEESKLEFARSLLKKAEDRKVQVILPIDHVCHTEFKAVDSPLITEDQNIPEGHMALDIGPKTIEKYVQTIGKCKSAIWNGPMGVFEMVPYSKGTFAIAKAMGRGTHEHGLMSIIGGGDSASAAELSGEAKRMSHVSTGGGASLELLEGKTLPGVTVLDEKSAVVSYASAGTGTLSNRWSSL
#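 Recombinant glycosomal PGK reaction used 1,3-bisphosphoglycerate generated in-well by GAPDH (100nM final) in 100mM TEA pH 7.6, 5mM MgCl2, 0.01% Tween-20. After 60 minutes at room temperature, ATP was read by Kinase-Glo Plus luminescence end-point.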
# An asterisk follows results filed as active; i = inactive; ? = inconclusive; . = not tested or not shown; & = joins results of further samples; [ ] = dose if it differs, or a comment. Unless noted, calls come from the whole dose curve; as a rule, active = well fitted curve in the direction sought with a large enough effect; inconclusive = small, poorly fitted or top-dose-only effect, or another doubt; inactive = no such curve, though single readings can be large; an effect the other way counts as inactive or inconclusive. Potency is the fitted concentration of half-maximal effect. The list is partial; the hit share may differ from the screen's.
Tb PGK inh	ERG Ets-DNA blk	JMJD2A Tudor inh	RGS4 inhibitor	Pin1 inh	ALOX12 inh	HP1b chromo inh	GLS inh	rTrxR1 inhibitor	smiles
-7%	-2%	17%	-11%	1%	i	26%	-6%	-17%	COc1ccc(CCNC(=O)c2n[nH]c(=O)c3ccccc23)cc1
2%	-2%	-6%	23%	-1%	-8%	2%	9%	11%	Cc1sc2ncn(CC(=O)N3CCC(C(N)=O)CC3)c(=O)c2c1S(=O)(=O)N1CCOCC1
i	.	-10%	-9%	-7%	-22%	10%	14%	?	Cc1c(NC(=S)NC(=O)C(C)(C)C)c(=O)n(-c2ccccc2)n1C
i	-4%	-18%	13%	-3%	12%	10%	6%	28%	O=C(CNS(=O)(=O)c1ccccc1)NCc1ccccn1
6%	1%	-5%	-5%	-4%	-5%	42%[activator]	1%	13%	CCOC(=O)C1(CCCc2ccccc2)CCN(C(=O)CCC2=NNC(=O)CC2)CC1
i	-10%	-29%	-51%	6%	0%	?	-14%	13%[57.1 µM]	Cc1cnc(NC(=O)CSc2nnc(-c3ccccc3)n2Cc2ccccc2)s1
-3%	2%	-9%	24%	-5%	-10%	18%	-9%	24%[57.1 µM]	CCc1ccc(NC(=O)CSc2nc3ccccc3c(=O)n2CCC(=O)NC2CCCCC2)cc1
-3%	-6%	?	19%	?	12%	?	18%	-29%	Cc1cc(C)c(C(=O)N2CCCC(N3CCN(c4cccc(C(F)(F)F)c4)CC3)C2)o1 (stereo unspecified)
-1%	4%	-22%	-11%	-8%	29%	25%	12%	10%[57.1 µM]	CCOc1cccc(C(=O)Nc2ccc(NC(=O)c3cc4ccccc4o3)c(OC)c2)c1
2%	-2%	-24%	6%	5%	27%	-3%	-6%	-8%[57.1 µM]	CCN(CC)CC(=O)Nc1sc(C)cc1C(=O)c1ccccc1
-4%	-6%	-33%	-7%	-3%	-13%	29%	-1%	29%	CCCc1ccc(-c2cc(NC(=O)CSc3nnc(N)s3)n(-c3ccccc3)n2)cc1
-8%	-2%	-12%	23%	-7%	10%	30%	5%	-9%[57.1 µM]	Cc1nnc(NC(=O)Cn2nc(C)c3ccccc3c2=O)s1
i	29%	-2%	10%	-2%	?	48%[activator]	-10%	24%	CCNC(=S)N/N=C(\C)c1cccc(OC)c1
-2%	6%	5%	-2%	-2%	10%	37%	2%	9%	CCOc1ccc(-c2nnc(SCC(=O)NC3CC3)o2)cc1
i	-2%	-2%	-19%	-3%	133%[activator]	3%	0%	7%[57.1 µM]	O=C(CCC(=O)c1ccc(F)cc1)OC1CCOC1=O (stereo unspecified)
0%	-2%	2%	0%	3%	12%	20%	3%	15%[57.1 µM]	Cc1cccc(C)c1NC(=O)NC1(C(=O)N2CCCCC2)CCCCC1
-3%	7%	2%	13%	-7%	0%	58%[activator]	1%	-4%	O=C(NCc1ccccn1)Nc1ccc(Cl)c(Cl)c1
4%	0%	-12%	7%	-1%	0%	19%	12%	2%	CCN(CC)S(=O)(=O)c1cccc(NC(=O)COC(=O)c2ccc(Br)o2)c1
-8%	-10%	-9%	11%	-9%	-3%	28%	-3%	21%	CCN(CC)C1CCCCC1NS(=O)(=O)c1ccc(Cl)cc1 (stereo unspecified)
i	2%	-7%	-4%	5%	0%	10%	-8%	22%[57.1 µM]	O=Cc1c(-c2ccc(F)cc2)nc2ccccn12

# Overlap with the part before: 4 entries, followed by the next part.
Tb PGK inh	ERG Ets-DNA blk	JMJD2A Tudor inh	RGS4 inhibitor	Pin1 inh	ALOX12 inh	HP1b chromo inh	GLS inh	rTrxR1 inhibitor	smiles
-3%	7%	2%	13%	-7%	0%	58%[activator]	1%	-4%	O=C(NCc1ccccn1)Nc1ccc(Cl)c(Cl)c1
4%	0%	-12%	7%	-1%	0%	19%	12%	2%	CCN(CC)S(=O)(=O)c1cccc(NC(=O)COC(=O)c2ccc(Br)o2)c1
-8%	-10%	-9%	11%	-9%	-3%	28%	-3%	21%	CCN(CC)C1CCCCC1NS(=O)(=O)c1ccc(Cl)cc1 (stereo unspecified)
i	2%	-7%	-4%	5%	0%	10%	-8%	22%[57.1 µM]	O=Cc1c(-c2ccc(F)cc2)nc2ccccn12
-3%	7%	15%	-39%	1%	-20%	85%[activator]	-4%	5%[57.1 µM]	Cc1c(Cl)cccc1NC(c1ccc(F)cc1)c1nnc(-c2ccccc2)o1 (stereo unspecified)
-4%	10%	-10%[57.1 µM]	-33%	-2%	2%	-5%	-11%	11%	O=C(CCSc1nnc(-c2ccncc2)o1)Nc1ccc(Cl)cc1
-3%	4%	?	-19%	8%	-5%	5%	15%	?	Cc1cnc(C(=O)Nc2ccccc2-n2cccc2)cn1
.	4%	-16%	1%	0%	0%	34%	-6%	38%[activator]	Cn1ncc(Cl)c1C(=O)N1CCN(c2ncccn2)CC1
0%	5%	-8%	24%	-3%	0%	31%	4%	7%	COc1cc(NC(=O)Cn2nc(C(F)(F)F)c3c2CCC3)cc(OC)c1OC
-3%	3%	?	-10%	0%	?	5%	5%	4%	CCOC(=O)C(=O)NCC(c1cccs1)S(=O)(=O)c1ccc(C)cc1 (stereo unspecified)
-2%	-1%	-13%	21%	1%	0%	25%	15%	21%	Cc1cc(C)nc(N2CCN(C(=O)CCC(=O)Nc3nnc(CC(C)C)s3)CC2)n1
6%	0%	-17%	9%	5%	?	14%	22%	21%	CCOc1ccc(/C=N/N2C(C)CCCC2C)cc1OC (stereo unspecified)
5%	-10%&8%	-21%	-8%	-3%&13%	3%&15%	16%&-33%	-5%&1%	7%&-9%	COc1ccc(NC(=O)c2ccc(COc3ccccc3OC)o2)cc1OC
-9%	-6%	-5%	1%	3%	5%	9%	-5%	20%	CCCCn1c(SCC(=O)Nc2nnc(C)s2)nc2c1c(=O)n(C)c(=O)n2C
-2%	3%	-18%	-4%	?	?	39%	-5%	-4%	NC(=O)CSc1ccc(S(=O)(=O)N2CCCCC2)cn1
-4%	-4%	-9%	-1%	-5%	0%	26%	-4%	?	Cc1occc1C(=O)NCCCCNC(=O)c1ccoc1C
3%	-5%	-5%	4%	?	?	43%[activator]	2%	5%	Cc1ccc(CN2CCN(CC(=O)Nc3ccc(C)c(C)c3)S2(=O)=O)cc1
-5%	-5%	-19%	22%	-1%	0%	18%	14%	23%	NCCCC[C@H]1CN=C(N)N1CCC12CC3CC(CC(C3)C1)C2
-4%	-6%	?	-37%	-3%	-28%	38%[activator]	?	-11%	O=[N+]([O-])c1ccc(-c2cnc(NO)nc2)cc1
2%	-2%	1%	-29%	-1%	-18%	50%[activator]	27%	5%[57.1 µM]	COc1cccc(NC(=O)CN2C(=O)NC(C)(CCC(C)C)C2=O)c1 (stereo unspecified)
-10%	13%	?	-40%	9%	-9%	11%	2%	-35%	CCN1CCN(Cc2ccc(NC(=O)c3ccc(C)c(NC(=O)c4csc(-c5ccncc5)n4)c3)cc2C(F)(F)F)CC1
-12%	-6%	-12%	-26%	0%	2%	49%[activator]	1%	-7%[57.1 µM]	NS(=O)(=O)c1ccc(CNC(=O)C(c2ccccc2)c2ccccc2)cc1
i	2%	-16%	-15%	-12%	?	28%	0%	?	COc1ccc(CN2CCNC(=O)C2CC(=O)N(C)Cc2nccs2)cc1OC (stereo unspecified)
0%	-1%	-13%	11%	3%	26%	11%	3%	40%[activator]	Cc1ccc(C(=O)Nc2ccccc2C(=O)NC2CCCCC2)cc1S(=O)(=O)N1CCOCC1

# Further compounds.
Tb PGK inh	ERG Ets-DNA blk	JMJD2A Tudor inh	RGS4 inhibitor	Pin1 inh	ALOX12 inh	HP1b chromo inh	GLS inh	rTrxR1 inhibitor	smiles
-6%	-7%	-8%	4%	3%	1%	34%[activator]	-5%	7%	COc1ccccc1NC(=O)CSc1ccc2nnc(-c3ccncc3)n2n1
-3%	6%	6%	14%	0%	83%	47%[activator]	6%	-5%	O=C(CC(c1ccccc1)c1ccccc1)Nc1ccc(Cl)cn1
4%	-1%	-10%	1%	-2%	-10%	16%	4%	13%	CC1CCc2cc(F)ccc2N1C(=O)c1ccncc1 (stereo unspecified)
-5%	-4%	4%	-10%	3%	?	14%	-4%	19%[57.1 µM]	COc1ccc(S(=O)(=O)c2c(SC)nn(Cc3ccccc3C)c2NC(C)=O)cc1
-2%	0%	-21%	7%	-1%	-23%	21%	3%	3%	CCc1ccccc1N(CC)C(=O)C(=O)Nc1ccc2nc3n(c(=O)c2c1)CCCCC3

# Full records from above. Order of screens: Tb PGK inh | ERG Ets-DNA blk | JMJD2A Tudor inh | RGS4 inhibitor | Pin1 inh | ALOX12 inh | HP1b chromo inh | GLS inh | rTrxR1 inhibitor
# `CC1CCc2cc(F)ccc2N1C(=O)c1ccncc1` (stereo unspecified) as listed: 4% | -1% | -10% | 1% | -2% | -10% | 16% | 4% | 13%
# `CCc1ccccc1N(CC)C(=O)C(=O)Nc1ccc2nc3n(c(=O)c2c1)CCCCC3` as listed: -2% | 0% | -21% | 7% | -1% | -23% | 21% | 3% | 3%
